Pf apPOL inh = Pf-apPOL DNA polymerase inhibition | inhibition, % at 10 µM | AID 1794808 | Recombinant Pf-apPOL, molecular beacon fluorescence, 1.5 h | 210,000 compounds, 0.25% hits
mHTT-CaM PPI inh = disrupts binding of mutant huntingtin to calmodulin; 190,000 compounds, 3.6% hits; P42858; AlphaScreen His-mHTT/GST-CaM binding, luminescence; inhibition, % at 15 µM; AID 1671202;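 further: 0% = both proteins with DMSO and 100% = one protein alone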
The depositor's hits bear a star; / = no result given; & = joins results of further samples. No stated cut-off is given here; in the data, active means inhibition above about 50%; inactive means the rest. The order is random, and some 3.5% of all compounds hit somewhere here.

no.	mol	Pf apPOL inh	mHTT-CaM PPI inh
1	c1ccc2c(c1)CCCN2c1nc(N2CCOCC2)nc(N2CCOCC2)n1	-12	/
2	Cc1ccc2n1CCN(C(=O)Nc1cccc(Cl)c1)C2C(C)C (stereo unspecified)	-12	10
3	CCC(CC)C(=O)N1CCc2c(c(-c3nc(Cc4ccccc4)no3)nn2C)C1	0	-1
4	CC1=C(C(=O)Nc2ccc(C)cn2)C(c2ccccc2Cl)C2=C(CCCC2=O)N1 (stereo unspecified)	-4	7
5	Cc1ccc(NC(=O)c2ccc(NC(=O)CCCC(=O)O)cc2)cc1Cl	-6	8
6	CCc1cccc(CC)c1NC(=O)c1cncc(Br)c1	4	-1
7	COc1ccc(-c2cc(C(F)(F)F)n3nc(C(=O)O)c(Br)c3n2)cc1	-1	65*
8	O=C(Nc1ccc(Cc2ccncc2)cc1)C1CCC(N2C(=O)C3CCCCC3C2=O)CC1 (stereo unspecified)	-13	14
9	CCN1CCn2cc(C(=O)NCc3cccc(Cl)c3)nc2C1	-7	41
10	CCOC(=O)c1c(C)nn(-c2ccc(NC(=O)c3ccccc3C(=O)O)cc2)c1C	7&2	/
11	c1nn2cnnc2cc1N1CCN(CC2CCCCC2)CC1	-2	3
12	COc1ccc(CNC(=O)c2cnn3c2NC(c2ccc4c(c2)OCO4)CC3C(F)(F)F)cc1 (stereo unspecified)	-7	27
13	CCCn1c(=O)c(C(=O)NC)c(O)c2ccccc21	-2	18
14	Cc1ccc(C2CC(c3ccccc3C)n3nnnc3N2)cc1 (stereo unspecified)	-6	23
15	COCCn1c(SCC(=O)Nc2ccc(C(F)(F)F)cc2)nnc1-c1c[nH]c2ccccc12	-2	18

Compound profiles (already shown). Order of screens: Pf apPOL inh | mHTT-CaM PPI inh
Shown for `CCc1cccc(CC)c1NC(=O)c1cncc(Br)c1` : 4 | -1
Shown for `COc1ccc(CNC(=O)c2cnn3c2NC(c2ccc4c(c2)OCO4)CC3C(F)(F)F)cc1` (stereo unspecified) : -7 | 27

(list continues)
no.	mol	Pf apPOL inh	mHTT-CaM PPI inh
16	COc1ccc(-c2nc3cc(C)ccn3c2NC(=O)C(Cl)Cl)cc1	21	46
17	CCOc1ccc2c(c1)sc(=NC(=O)c1ccc([N+](=O)[O-])cc1)n2C	-2	-2
18	Cc1ccc(CNC(=O)C2CCN(c3nc4cccnc4s3)CC2)o1	-8	-12
19	CC(C)(C)C(=O)N1CCN(c2cc(Oc3ccccc3)ncn2)CC1	-6	5
20	O=C(Nc1ccc(O)cc1)c1ccc(C(=O)c2ccccc2)o1	-3	7
21	O=C(NC(Nc1ccc([N+](=O)[O-])cc1[N+](=O)[O-])C(Cl)(Cl)Cl)c1cccnc1 (stereo unspecified)	2	18
22	O=C(NCc1ccco1)C1(c2cccs2)CCCC1	2	-5
23	Cc1nccn1Cc1nc(-c2ccc(Br)cc2)no1	-6	5
24	CCCCC(=O)Nc1cc(-c2nc3ncccc3o2)ccc1C	1	2
25	O=C(COc1ccccc1)Nc1cccc(Cl)c1	-5	-15
26	CCOc1nccnc1N1CCC(N(C)C(=O)c2cnccn2)C1 (stereo unspecified)	3	19
27	CCc1nc(SCC(=O)Nc2nc3c(s2)CCCC3)n[nH]1	-6	6
28	CCOc1ccc2c(c1)nc1n2C(=O)CC(c2ccccc2)S1 (stereo unspecified)	7	-2
29	CN(C)c1ccc(/C=C/c2cc(C(F)(F)F)[nH]c(=O)n2)cc1	-5	20
30	O=C(Nc1ccccc1N1CCOCC1)c1ccc(Br)o1	-5	-4
31	COc1cc(/C=C2/C(=O)N(c3ccc(Cl)c(C(=O)O)c3)N=C2C)cc(Br)c1O	-8	2
32	O=C(c1ccccc1F)N1CCC(CNC(=O)C2(c3ccccc3)CCOCC2)CC1	0	-9
33	Cc1ccc(C)c(CNC(=O)c2cc3n(n2)CCCN(Cc2ccccc2)C3=O)c1	0	23
34	Cc1ccc(-n2cc3c(c(C#N)c2=N)CC(C)(C)CC3=O)cc1	-3	-2
35	CC1CCC2(CC1)NC(=O)N(CC(=O)NCc1ccccc1Cl)C2=O (stereo unspecified)	-6	-5
36	OCCN(CCO)CC(O)COc1ccc(C23CC4CC(CC(C4)C2)C3)cc1 (stereo unspecified)	-1	15
37	O=C(Nc1nnc(C2CC(=O)N(c3ccc(F)cc3)C2)o1)c1ccccc1Cl (stereo unspecified)	4	20
38	COc1ccc(CCNC(=O)C2CCN(S(=O)(=O)N3CCOCC3)CC2)cc1OC	-3	-8
39	Cc1noc(-c2nn(C)c3c2CN(C(=O)NCc2ccccc2)CC3)n1	-1	-6
40	O=C(O)Cn1cc(-c2ccccc2)nn1	-1	3
41	Cn1nc([N+](=O)[O-])c(I)c1I	-2	0
42	Cc1ccc(S(=O)(=O)N2CCc3nc(NC(=O)c4cccc(Cl)c4)sc3C2)cc1	-4	6
43	CCCCOc1ccc(N2C(=O)CC(N3CCOCC3)C2=O)cc1 (stereo unspecified)	-6	-1
44	CCOC(=O)N1CCc2c(sc(NC(=O)c3ccnn3C(C)C)c2C#N)C1	-15	-2
45	O=C(C1CCN(S(=O)(=O)c2ccccc2)CC1)N1CCCC2CCCCC21 (stereo unspecified)	10	-2
46	COc1cc(C2NC(=O)NC(C)=C2C(=O)Nc2ccc(Cl)cc2)cc(OC)c1OC (stereo unspecified)	-6	33
47	C=C(C)COc1ccc2c(=O)c(Oc3ccccc3OC)coc2c1	-5	-2
48	CCC(Oc1ccccc1)C(=O)Nc1ccc(F)c(Cl)c1 (stereo unspecified)	1	-43
49	Cc1cc(S(=O)(=O)OC(C)c2nc3ccccc3[nH]2)c(Cl)cc1Cl (stereo unspecified)	-13	/
50	CCC(=O)N1CCN(c2cc(Oc3ccc(F)cc3Cl)ncn2)CC1	-5	2
51	CC(C)(C)NS(=O)(=O)c1ccc(NS(=O)(=O)c2ccc(F)cc2)cc1	-6	-4
52	COCCNC(=O)c1c[nH]c2ccc(S(=O)(=O)Nc3ccc(C)cc3C)cc2c1=O	-12	3
53	COc1cccc(CN2C(=O)CCC2(C)C(=O)NC2CCCCCC2)c1 (stereo unspecified)	5	3
54	COc1ccc(CNC(=O)c2c(C)noc2-c2ccccc2C)cc1	-1	-2
55	Cc1cccc(C(=O)N2CCC(=O)N([C@H](COCc3ccc(Cl)cc3)Cc3ccccc3)CC2)c1	-12&-9	99*
56	Cc1cc([N+](=O)[O-])ccc1NCc1ccccc1	9	14
57	Cc1ccccc1NC(=O)CN1C(=O)C(c2ccc(F)cc2)=NC1(C)C	-2	-7
58	O=C(Nc1cccc(C(=O)O)c1)/C(=C/c1ccco1)NC(=O)c1ccco1	-8	4
59	O=S(=O)(Nc1ccccc1Br)c1cccnc1	-2	3
60	O=C1OC2CC1N(C(=O)c1cc(=O)c3ccccc3o1)C2 (stereo unspecified)	-4&0	-1&-9

From compound 46 as far as 60, copied from above:
no.	mol	Pf apPOL inh	mHTT-CaM PPI inh
46	COc1cc(C2NC(=O)NC(C)=C2C(=O)Nc2ccc(Cl)cc2)cc(OC)c1OC (stereo unspecified)	-6	33
47	C=C(C)COc1ccc2c(=O)c(Oc3ccccc3OC)coc2c1	-5	-2
48	CCC(Oc1ccccc1)C(=O)Nc1ccc(F)c(Cl)c1 (stereo unspecified)	1	-43
49	Cc1cc(S(=O)(=O)OC(C)c2nc3ccccc3[nH]2)c(Cl)cc1Cl (stereo unspecified)	-13	/
50	CCC(=O)N1CCN(c2cc(Oc3ccc(F)cc3Cl)ncn2)CC1	-5	2
51	CC(C)(C)NS(=O)(=O)c1ccc(NS(=O)(=O)c2ccc(F)cc2)cc1	-6	-4
52	COCCNC(=O)c1c[nH]c2ccc(S(=O)(=O)Nc3ccc(C)cc3C)cc2c1=O	-12	3
53	COc1cccc(CN2C(=O)CCC2(C)C(=O)NC2CCCCCC2)c1 (stereo unspecified)	5	3
54	COc1ccc(CNC(=O)c2c(C)noc2-c2ccccc2C)cc1	-1	-2
55	Cc1cccc(C(=O)N2CCC(=O)N([C@H](COCc3ccc(Cl)cc3)Cc3ccccc3)CC2)c1	-12&-9	99*
56	Cc1cc([N+](=O)[O-])ccc1NCc1ccccc1	9	14
57	Cc1ccccc1NC(=O)CN1C(=O)C(c2ccc(F)cc2)=NC1(C)C	-2	-7
58	O=C(Nc1cccc(C(=O)O)c1)/C(=C/c1ccco1)NC(=O)c1ccco1	-8	4
59	O=S(=O)(Nc1ccccc1Br)c1cccnc1	-2	3
60	O=C1OC2CC1N(C(=O)c1cc(=O)c3ccccc3o1)C2 (stereo unspecified)	-4&0	-1&-9

Other compounds:
no.	mol	Pf apPOL inh	mHTT-CaM PPI inh
61	Cc1cc(NC(=O)CSc2nnc(NC(=O)Nc3cccs3)s2)no1	5	-1
62	COc1nnc(-c2ccc(C)c(S(=O)(=O)NCCO)c2)c2ccccc12	3	0
63	COc1cccc(CNc2ccc(-c3nc(-c4cccc(C)c4)no3)cn2)c1	0	-4
64	CCOC(=O)C1C(=O)C=C(c2ccc(C)cc2)CC1c1ccc(OC)c(OC)c1 (stereo unspecified)	-3	4
65	CCCN(CCC)c1ccc(-c2nc(-c3ccccc3)no2)cn1	2	-3
66	O=C(NC1CC1)c1ccc(N2CCC(NCc3ccc(F)c(F)c3)C2)nc1 (stereo unspecified)	7	-1
67	Cc1ccc2nc(C(=O)NCc3ccc(N(C)C)cc3)cn2c1	-3	-4
68	O=C(Nc1ccc(O)c(-c2nc3ccccc3s2)c1)c1ccc([N+](=O)[O-])o1	1	8
69	COc1ccc(C(=O)N2CCC3(CC2)NC(=O)N(Cc2ccccc2)C3=O)cc1F	-1	8
70	Cc1[nH]nc2c1C1(CCCCC1)C(C#N)=C(N)O2	-1	-9&2
71	CC(C)c1ccc(NC(=O)CSc2ncccc2C(=O)NCc2cccnc2)cc1	1	6
72	O=C(Nc1cccn2cnnc12)C1CCCC1	-1	-9
73	N#Cc1c2c(c(Nc3ccncc3)n3c1nc1ccccc13)CCC2	-14	-1
74	COc1cc(CN2CCC3(C=Cc4ccccc43)CC2)c([N+](=O)[O-])cc1OC	-3	32
75	Cc1ccc(NC(=O)c2cc(N3C(=O)CCC3=O)ccc2N2CCOCC2)cc1Cl	-3	1
76	CCOc1ccc(-n2c(SCc3ccccc3F)nc3c(c2=O)SCC3)cc1	-5	-13
77	O=C(NCC1CCCO1)C(=O)NCC1(O)CCOCC1 (stereo unspecified)	-2	-15
78	O=C1/C(=C/c2cn[nH]c2-c2ccccc2)Sc2ccccc21	-2	11
79	COc1cc(OC)cc(-n2nc(C(=O)N3CCCCC3)c3ccccc3c2=O)c1	1	4
80	O=C1OC(c2ccccc2I)=N/C1=C\c1ccco1	-9	2
81	Cc1ccc2nc3sc(C(=O)Nc4cccc(C(F)(F)F)c4)cc3c(=O)n2c1	4	-2
82	O=C(NCc1ccc(F)cc1Cl)c1cc(=O)[nH]c2ccc(S(=O)(=O)N3CCCCC3)cc12	-17	33
83	COc1cc(CN2CCc3nc(Nc4ccccc4F)ncc3C2)ccc1OC(C)C	-3	11
84	Cc1cc(C)c2c(c1)[nH]c1nnc(SCC(=O)N3CCN(c4ccccc4)CC3)nc12	1	74*
85	Cc1ccc(C2CCCN2C(=O)Nc2ccc(Br)cc2)cc1 (stereo unspecified)	-4	-8
86	Cc1cccc(CSc2nc3c(c(=O)n2-c2ccccc2)SCC3)c1	8	5
87	COCCCNC(=O)c1nc2ccccc2c(=O)n1NC(=O)c1c(F)cccc1F	2	/
88	O=C1c2ccccc2C(=O)N1CC(O)Cn1nnc2ccccc21 (stereo unspecified)	11	-6
89	O=C(Nc1ccc(Cl)c(Cl)c1)c1ccc(F)c(S(=O)(=O)N2CCc3ccccc32)c1	0	-6
90	COc1nc(N(C)C)nc(N(C)C)n1	-3	0
91	COc1ccc(C2=C/C(=C\c3ccc(C)cc3)C(=O)O2)cc1	6	-5
92	O=[N+]([O-])c1cccc(C=Nc2cc(Cl)ccc2O)c1	-3	59*
93	CCN(CC)C(=O)c1cc(-c2ccc(OC)cc2OC)nc2ccccc12	-6	6
94	COC(=O)c1sc(SCCOC(=O)Nc2ccc(OC(F)(F)F)cc2)c2c1CC(C)(C)CC2=O	5&-2	/
95	COc1cccc(CNC(=O)CN2CCC3(CC2)N=C(c2ccc(C)c(C)c2)C(=O)N3)c1	1	26
96	Cc1ccc(S(=O)(=O)NC(=O)N2CCCN(C(=O)OC(C)(C)C)CC2)cc1	11&6	/
97	COc1cccc(CC(=O)N2CCC(c3nc4ccncc4n3C(C)C)C2)c1 (stereo unspecified)	4	3
98	CCCN(CCC)S(=O)(=O)c1ccc(C(=O)NNC(=S)Nc2ccc(Cl)c(Cl)c2)cc1	-28	/
99	O=C(CCn1c(=O)[nH]c2ccsc2c1=O)NCCc1ccccc1Cl	-5	5
100	O=C(CCC1CCCN(C(=O)Nc2cccc(F)c2)C1)NCCC1=CCCCC1 (stereo unspecified)	-4	-14
101	Cc1cccc(N2CCC(N=CN3CCCCC3)=N2)c1	-3	25
102	COC(=O)c1ccccc1NC(=O)c1ccc(=O)[nH]n1	-6	2
103	O=C(NC1CCCCC1)c1cc2ccncc2[nH]1	-7	-2
104	CC(CCc1ccccc1)NC(=O)Cc1ccc([N+](=O)[O-])cc1 (stereo unspecified)	0	2
105	O=C(Cn1ccc2ccccc21)NCCn1nc(-c2cccnc2)ccc1=O	-8	10
106	O=c1[nH]c(-c2ccc3c(c2)OCO3)cn1-c1ccccc1	0	7
107	Cc1ccc(C(=O)O)c(=O)[nH]1	-7	-6
108	Cn1nc(CC(=O)Nc2cccc(Cl)c2)c2ccccc2c1=O	-2	19
109	Cc1ccc(N=C2NC(=O)CC(C(=O)Nc3ccc(F)cc3F)S2)cc1 (stereo unspecified)	-3&-3	18&2

High-throughput results (PubChem BioAssay)
